Source: PubChem (several laboratories)
CCHFV vOTU inh: CCHFV vOTU protease inhibition. Pep-AMC fluorescence. hit rate 0.55% among 370,000. inhibition, % at 11.5 µM; in the data active = inhibition above about 30%; also: 0% = vehicle wells with enzyme and 100% = no enzyme wells
PrPC TRFRET: reduces human prion protein on the cell surface; inhibition, % at 13.8 µM; hit rate 0.43% among 370,000; P04156; AID 720596; cell surface PrPC, TR-FRET read-out; in the data active = inhibition above about 24%; also: 0% = median of the test wells and 100% = reference compound wells
Anthrax LF prot: blocks Bacillus anthracis lethal factor protease. multiplex microsphere protease cleavage assay, LF. inhibition, % at 10 µM. hit rate 0.12% among 360,000. AID 588501; also: plate controls were buffer without enzyme for full effect and enzyme alone for no effect
Target sequence (P15917 whole entry, looked up): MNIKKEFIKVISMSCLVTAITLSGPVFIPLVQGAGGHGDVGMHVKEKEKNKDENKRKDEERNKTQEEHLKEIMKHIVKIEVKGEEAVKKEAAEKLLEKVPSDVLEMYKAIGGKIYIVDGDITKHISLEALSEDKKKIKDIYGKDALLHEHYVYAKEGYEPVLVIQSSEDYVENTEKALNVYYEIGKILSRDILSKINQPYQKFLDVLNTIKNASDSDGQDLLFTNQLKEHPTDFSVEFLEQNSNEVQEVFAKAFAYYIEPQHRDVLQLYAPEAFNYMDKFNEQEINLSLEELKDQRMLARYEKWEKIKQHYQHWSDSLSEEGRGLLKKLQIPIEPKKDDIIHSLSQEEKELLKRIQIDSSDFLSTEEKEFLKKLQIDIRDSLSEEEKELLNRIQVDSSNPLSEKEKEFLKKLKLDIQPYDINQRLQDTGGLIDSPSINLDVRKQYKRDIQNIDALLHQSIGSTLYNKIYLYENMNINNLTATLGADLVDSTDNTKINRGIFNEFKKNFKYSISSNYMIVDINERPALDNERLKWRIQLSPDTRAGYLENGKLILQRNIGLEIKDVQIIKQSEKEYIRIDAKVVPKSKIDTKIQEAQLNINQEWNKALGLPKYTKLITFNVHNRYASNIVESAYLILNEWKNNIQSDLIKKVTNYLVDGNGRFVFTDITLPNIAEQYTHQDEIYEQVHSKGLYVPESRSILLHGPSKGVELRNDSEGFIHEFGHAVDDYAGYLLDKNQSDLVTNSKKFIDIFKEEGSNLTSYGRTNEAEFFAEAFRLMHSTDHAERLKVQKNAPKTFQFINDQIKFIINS
SARS 3CLpro inh: SARS-CoV 3CLpro protease inhibition. P0C6X7. recombinant SARS-CoV 3CLpro, quenched FRET peptide cleavage. inhibition, % at 6 µM. hit rate 0.14% among 290,000; in the data active = inhibition above about 12%
DUSP3 inh: inhibitors of human VHR1 phosphatase (DUSP3). P51452. recombinant VHR phosphatase, pNPP absorbance. inhibition, % at 13.3 µM. hit rate 0.52% among 290,000. AID 1654; in the data active = inhibition above about 50%; also: some compounds called inactive have numbers as strong as hits
MazF activator: activators of E. coli MazEF toxin-antitoxin RNase; P0AE70; FAM/BHQ RNA-DNA oligo cleavage fluorescence, 5 h; activation, % at 20 µM; hit rate 0.32% among 350,000; AID 504720; in the data active = activation above about 50%
Target sequence (P0AE70 whole entry, looked up): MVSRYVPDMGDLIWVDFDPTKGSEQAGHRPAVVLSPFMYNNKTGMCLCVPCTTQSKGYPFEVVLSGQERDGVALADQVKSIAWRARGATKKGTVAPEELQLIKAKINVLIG
BoNT-A LC inh2: inhibitors of Botulinum neurotoxin A light chain protease. multiplex microsphere protease substrate cleavage, flow cytometry. inhibition, % at 10 µM. hit rate 0.17% among 360,000; also: plate controls were buffer without enzyme for full effect and enzyme alone for no effect
Rv3671c inh: Rv3671c (M. tuberculosis) protease inhibition; inhibition, % at 5.96 µM; AID 2606; hit rate 0.048% among 320,000; P9WHR9; in the data active = inhibition above about 38%;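 also: extracellular domain of Rv3671c used as enzyme; 0% = enzyme with DMSO and 100% = no enzyme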
PriA SSB inh: K. pneumoniae PriA-SSBct interaction inhibition. AlphaScreen SSBct-PriA binding, biotinylated peptide. inhibition, % at 33 µM. hit rate 0.6% among 430,000. AID 1272365; in the data active = inhibition mostly above about 37%, no sharp cut-off; inactive = mostly below about 20%;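 also: plate controls were negative control peptide for no effect and reference peptide for full effect; strong numbers were not always called active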
BoNT-F LC inh: inhibitors of Botulinum neurotoxin F light chain protease | Multiplex microsphere protease cleavage assay, flow cytometry | inhibition, % at 10 µM | AID 588497 | hit rate 0.22% among 360,000; in the data active = inhibition above about 35%, passing the limit was not always enough; inconclusive = no clear call, values can overlap the other calls; also: plate controls were buffer without enzyme for full effect and enzyme alone for no effect
* marks the source's active call; other numbers are inactive results; ? = inconclusive; . = no result given. Rule as the data show it, unless noted: active = inhibition above about 30%; inconclusive = no clear call, values can overlap the other calls; inactive = below that. These rows are one share of the data; rates above refer to the full screens.

SMILES	CCHFV vOTU inh	PrPC TRFRET	Anthrax LF prot	SARS 3CLpro inh	DUSP3 inh	MazF activator	BoNT-A LC inh2	Rv3671c inh	PriA SSB inh	BoNT-F LC inh
C=CCN(c1ccccc1)S(=O)(=O)c1cccc(C(=O)NCC(c2cccs2)N2CCOCC2)c1 (configuration not stated)	-2.8	0.0	.	.	.	6.2	.	4.7	10.5	.
COc1ccc(S(=O)(=O)N(C)C)cc1NC(=O)CSc1nc(N)cc(N)n1	6.0	7.0	-1.4	1.5	14.4	9.8	0.1	6.7	-8.1	-4.3
CC(OC(=O)c1ccc2c(c1)OCCO2)C(=O)NC1CCCCC1C (configuration not stated)	8.3	0.6	-3.0	.	.	-3.6	5.4	5.1	2.6	6.0
Cc1ccc(C)c(Cn2cnc3c(nnn3-c3ccc(F)cc3)c2=O)c1	-1.9	5.0	0.6	-0.4	24.5	-30.1	-1.3	-1.1	-10.8	0.1
CC1(C)CC(=O)c2sc(NC(=O)c3cccs3)nc2C1	5.2	-5.3	-1.6	2.9	4.4	-5.5	1.7	-11.8	-15.0	15.4
Cc1cc(C(=O)CSc2nc3ccc(Cl)cc3[nH]2)c(C)n1CC1CCCO1 (configuration not stated)	15.6	3.9	-7.2	1.8	26.4	-1.7	-0.5	-4.3	-5.8	-8.8
N#CC1(NC(=O)COC(=O)Cc2n[nH]c(=O)c3ccccc23)CCCCC1	-8.4	-5.3	-2.7	.	.	5.2	5.0	4.7	-6.6	9.4
Cn1c(=O)c2[nH]c(N/N=C(/C#N)C(N)=O)nc2n(C)c1=O	.	.	.	-3.3	27.2	1.5	.	-0.1	.	.
CCCC(=O)Nc1cnc(NC(=O)c2cccc(F)c2)cc1C	3.4	1.9	-5.0	3.5	-11.5	0.4	-1.0	-0.2	2.2	-19.0
Cc1ccccc1C(=O)NNC(=O)CSc1nnc(C)n1-c1ccccc1	5.6	9.3	1.3	2.4	-4.8	-16.1	0.3	-7.5	4.8	-2.9
O=C(NNC(=O)C1CCN(C(=O)Nc2ccccc2)CC1)c1ccc([N+](=O)[O-])cc1	20.6	-29.4	1.2	.	.	-2.6	-0.6	3.6	-6.2	-2.6
Cc1ccc(N2C(=O)SC(N(CC(=O)O)c3cccc(C)c3)C2=O)cc1 (configuration not stated)	20.2	5.5	-2.2	-3.6	10.0	-4.7	-0.5	-0.9	2.5	-1.5
Cc1ccc(F)cc1NC(=O)COC(=O)C1CC2CCCC(C1)C2=O (configuration not stated)	-3.9	2.7	-4.8	.	.	2.2	-0.3	.	.	-3.3
CCC(=O)/C(=C(/O)c1ccccc1)c1nc2ccccc2[nH]1	-12.2	-4.1	-6.4	-3.3	13.2	-4.1	-0.3	1.4	-0.1	-9.6
COCCn1nnnc1C(c1ccccc1OC)N1CCc2ccccc2C1 (configuration not stated)	-13.6	3.5	-1.3	-1.2	.	9.9	0.1	4.5	-0.8	-3.4
Cc1cc(Cn2nc(C(=O)NCc3cccs3)cc2-c2ccccc2)on1	4.4	5.3	-4.6	.	.	-11.3	-0.6	0.4	-28.0	-2.6
CN(CC(=O)Nc1ccc(OC(F)(F)F)cc1)C(=O)Cc1cccs1	2.5	1.8	.	.	.	1.5	.	9.1	-21.2	.
O=C(Nc1ccc(Cl)cc1)/C(=C1\CCCN1)[N+](=O)[O-]	7.3	-5.9	-1.3	-0.3	13.1	-4.4	0.7	4.6	-7.4	-3.4
O=C(O)C12CC3CC(C1)CC(n1ncc(NCc4ccccc4)c(Cl)c1=O)(C3)C2	-3.6	1.9	-8.2	8.9	19.9	-5.9	0.7	-5.6	-2.1	-6.9
C[C@@H]1CN([C@@H](C)CO)C(=O)CCCn2nncc2CO[C@H]1CN(C)Cc1cccc(C(F)(F)F)c1	10.7	5.5	-1.2	.	.	0.8	-0.2	.	.	-2.5
C[C@@H](c1ccccc1)N1C[C@H](COCc2ccccc2)Oc2cc(N3CC[C@@H](O)C3)ccc2S1(=O)=O	22.8	12.5	3.2	.	.	.	0.3	.	.	3.9
C[C@@H](N)C(=O)NC[C@H]1CC[C@H](C(=O)N[C@@H](Cc2ccccc2)C(=O)O)CC1	7.9	6.0	9.7	-1.5	5.9	-10.0	-2.2	.	.	-0.1
O=C(N/N=C/c1cccc([N+](=O)[O-])c1O)C(O)(c1ccccc1)c1ccccc1	19.1	-12.3	-11.0	5.8	25.0	-26.1	2.8	13.7	.	?
CCc1nnc(NC(=O)CCC(=O)NCc2ccccc2OC)s1	-10.1	2.1	.	-6.6	14.7	6.4	.	7.0	-7.7	.
CN(C)Cc1c(C(=O)N/N=C/c2cccc(OCc3ccc(F)cc3)c2)nnn1-c1nonc1N	1.4	-2.6	-1.8	-1.5	21.1	99.4*	-1.6	-4.4	.	12.2

The list continues:
SMILES	CCHFV vOTU inh	PrPC TRFRET	Anthrax LF prot	SARS 3CLpro inh	DUSP3 inh	MazF activator	BoNT-A LC inh2	Rv3671c inh	PriA SSB inh	BoNT-F LC inh
Cc1nnc(SCSc2nnc(C)s2)s1	12.5	-1.6	.	-1.2	-10.5	4.6	.	5.0	-8.5	.
O=C(c1ccc(C(F)(F)F)cc1)N1CCC(=O)N(C(COCc2ccc(Cl)cc2)Cc2ccccc2)CC1 (configuration not stated)	9.6	10.5	5.6	2.1	-14.6	3.1	1.1	-3.4	2.5	-3.3
O=C(/C=C/c1cn(-c2ccccc2)nc1-c1cccnc1)N1CCCCC1	-0.2	-12.8	-4.6	5.0	-3.7	2.2	0.3	2.1	-15.6	-1.0
N/C(Cc1ccc([N+](=O)[O-])cc1)=N\OC(=O)c1ccc(Br)o1	0.8	0.7	-0.8	5.0	-1.8	1.7	0.0	2.4	.	-3.0
CC1CCCC(NC(=O)COC(=O)COc2ccc(C#N)cc2)C1C (configuration not stated)	10.6	-8.7	5.9	.	.	-4.0	0.4	0.3	-3.0	1.0
CCOC(=O)c1oc2ccc3c(c2c1C)C(=O)CC1(CCN(C(=O)OCC)CC1)O3	-1.2	5.4	3.4	-1.5	-1.4	1.2	0.3	-3.3	0.2	-1.6
C=CCN1CN(Cc2ccco2)CNC1=S	-7.6	3.9	-3.8	7.4	21.2	-12.7	-1.2	11.9	-7.9	1.4
CCOC(=O)c1c(-c2ccc(C)cc2)csc1NC(=O)C1CC=CCC1C(=O)O (configuration not stated)	7.3	-9.1	-1.1	1.6	33.8	-3.3	1.0	3.4	-17.1	25.9
O=C(CN1C(=O)C2C3CCC(C3)C2C1=O)OCC(=O)c1ccc(Br)cc1 (configuration not stated)	-8.0	-0.9	0.7	-0.3	15.0	-2.1	-0.1	0.0	-8.8	11.2
CCN1C(=O)C(O)(CC(=O)c2ccc3c(c2)OCCO3)c2ccccc21 (configuration not stated)	2.6	3.9	0.5	-1.0	12.4	-0.8	0.2	3.5	-5.5	-3.7
Clc1ccc(CNCC2CCCO2)c(Cl)c1 (configuration not stated)	-1.9	4.0	.	.	.	0.9	.	-7.6	-22.6	.
CCCC(=O)c1ccc(N2CCN(C(=O)c3ccccc3Br)CC2)c(F)c1	2.1	5.9	-1.3	-4.9	8.2	-2.8	0.2	-4.5	-25.8	-3.5
N#CC1=C(N)OC2=C(C(=O)CCC2)C1c1cccs1 (configuration not stated)	5.7	-2.0	1.9	0.8	25.2	1.5	-0.2	-7.7	-15.2	-6.3
Cc1noc(C)c1C(=O)N1CCC1(C)C(=O)NS(=O)(=O)c1ccc(Br)cc1 (configuration not stated)	1.2	-9.8	6.1	.	.	.	-0.3	.	.	-1.9
CCCC(=O)NC(Nc1cccc(C(F)(F)F)c1)C(Cl)(Cl)Cl (configuration not stated)	-4.0	13.6	2.1	2.1	35.3	-0.4	-0.3	-2.0	-6.4	0.9
Cn1cc(-c2csc(C(C)(O)c3cccc(F)c3)n2)cn1 (configuration not stated)	-0.2	0.3	-4.0	.	.	.	0.0	.	.	-6.6
Cc1cc(N2CCN(C)CC2)nc2ccc(NC(=S)NCCC(C)C)cc12	-6.8	-6.3	-10.4	-3.8	.	16.7	0.7	-3.7	-24.3	3.4
c1ccc(-n2ncc3c2ncn2nnnc32)cc1	-4.2	0.4	-4.6	1.4	25.3	3.3	-0.1	3.0	-33.2	-5.9
COc1c2ccc(OCC/C(C)=C/C(=O)C=C(C)C)cc2nc2occc12	16.2	1.3	1.3	.	.	-6.5	0.2	-14.6	-13.5	9.1
CC(=O)NNC(=O)C(O)(c1ccccc1)c1ccccc1	-7.9	4.2	-8.1	-4.4	28.7	2.8	-1.4	-2.3	-15.3	6.9
Cc1cccc(N(C(=O)c2snc(C(N)=O)c2N)C(C(=O)NCC2CCCO2)c2ccc(N(C)C)cc2)c1 (configuration not stated)	5.5	-5.8	2.0	0.0	11.5	7.2	-1.1	-3.4	8.6	-5.0
c1ccc(NCc2cccc3ccccc23)nc1	-1.3	7.0	-0.5	-1.9	12.2	-4.9	-0.5	-2.3	-17.5	-22.1
O=C(NCc1n[nH]c(=S)n1-c1ccc(F)cc1)c1ccc(S(=O)(=O)N2CCCC2)cc1	-11.2	-4.6	-1.8	4.7	16.1	-0.5	0.2	-0.2	0.9	2.3
COc1ccc([C@H]2CC(=O)C=C(c3cc4ccccc4s3)C2)cc1	-1.6	-5.1	3.2	.	.	-17.5	0.8	5.6	-9.1	-7.8
O=C(O)C(Cc1c[nH]c2ccccc12)NS(=O)(=O)c1ccc(Br)cc1 (configuration not stated)	9.9	-4.0	0.8	-0.1	-11.8	-0.8	-3.2	-4.2	-8.7	-17.3

Part of the list above with just MazF activator.
| Molecule | MazF activator |
| --- | --- |
| CCN1C(=O)C(O)(CC(=O)c2ccc3c(c2)OCCO3)c2ccccc21 (configuration not stated) | -0.8 |
| Clc1ccc(CNCC2CCCO2)c(Cl)c1 (configuration not stated) | 0.9 |

(continued)
SMILES	CCHFV vOTU inh	PrPC TRFRET	Anthrax LF prot	SARS 3CLpro inh	DUSP3 inh	MazF activator	BoNT-A LC inh2	Rv3671c inh	PriA SSB inh	BoNT-F LC inh
COc1ccc(-c2c(C#N)c(N)nc3sc(C(=O)c4ccccc4)c(N)c23)cc1	-0.8	-2.1	18.5	-1.8	-1.0	-60.1	44.4*	-0.2	-10.6	7.4
O=C(COC(=O)/C=C/c1ccc(F)cc1)Nc1ccc(S(=O)(=O)N2CCOCC2)cc1	-1.4	-6.8	-6.6	.	.	1.6	1.7	-0.8	3.6	3.8
O=C(Nc1ccccc1)Nc1ccc(F)cc1F	5.6	11.8	1.4	7.5	14.9	-10.7	0.1	0.9	-4.6	1.6
O=C(NCc1ccc(F)cc1)c1cc(C2CCCN(C(=O)c3ccccn3)C2)on1 (configuration not stated)	18.9	-4.8	1.4	.	.	.	0.1	.	.	7.4
COc1ccc(C)cc1-n1ccn(CC(=O)Nc2ccc(Br)cc2F)c(=O)c1=O	4.3	-6.5	-1.9	.	.	0.5	0.3	0.9	2.1	1.8
CN(CC(=O)Nc1cccc(F)c1)C(=O)c1ccc(OCc2ccccc2)cc1	8.5	-5.3	-2.9	.	.	2.2	2.3	2.4	-11.3	-4.6
CC(NC(=O)c1ccc(NC(=O)c2ccco2)cc1)c1ccccc1 (configuration not stated)	-3.9	3.0	-2.0	-2.5	-2.7	-3.3	0.4	0.5	1.7	3.0
Cc1ccn2c(Cc3ccccc3)c(-c3ccccc3)nc2c1	-2.5	-10.5	7.5	.	.	-1.1	0.7	.	.	2.5
CCCn1cc(S(=O)(=O)c2ccccc2)c(=O)c2cc(OCC)ccc21	5.5	2.6	-2.5	2.5	-20.1	-0.8	1.5	5.1	-1.3	0.7
O=C(NCCCN1CCOCC1)c1cc(-c2ccccc2)nc2ccccc12	-9.2	-6.8	2.4	.	.	5.2	9.1	1.6	-0.7	21.6
CCc1ccc(OCC(=O)Nc2ncc3c(n2)CC(C)(C)CC3=O)cc1	-15.0	3.2	-1.9	1.6	25.5	7.1	-0.2	15.3	-16.0	1.8
